Screens deposited in PubChem by Southern Research Specialized Biocontainment Screening Center.
PhoP GFP inhibition: PhoP regulon inhibitors, Salmonella typhi PhoP promoter GFP reporter, confirmatory (AID 1850). Salmonella Typhi PhoP-promoter GFP reporter, fluorescence, 4 h; higher % means a stronger effect. 0.33% of 310,000 active. one-dose inhibition, % at 50 µM; IC50 in µM for titrated hits; in the data active = a potency from the dose series; inconclusive = inhibition mostly from about 25% at the one dose, without a potency; inactive = the rest, 99 in 100 with inhibition below about 19%;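 also: 0% = induced wells with vehicle and 100% = uninduced wells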
tuberculosis growth: growth inhibition of non-replicating M. tuberculosis (AID 488890); 0.39% of 320,000 active; inhibition, % at 25 µM; hits with a dose series show IC50 in µM; Mycobacterium tuberculosis non-replicating, growth inhibition; higher % means a stronger effect; in the data active = a potency from the dose series; inconclusive = inhibition mostly from about 82% at the one dose, without a potency; inactive = the rest, 99 in 100 with inhibition below about 76%;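 also: plate controls were DMSO cells for no effect and high antibiotic wells for full effect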
H37Rv inhibition: M. tuberculosis growth inhibition, HTS (AID 449762) | M. tuberculosis H37Rv growth inhibition, 7H9 media; higher % means a stronger effect | inhibition, % at 25 µM; hits with a dose series show IC50 in µM | 0.59% of 330,000 active; in the data active = a potency from the dose series; inconclusive = inhibition above about 70% without an active follow-up result;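 also: bacterial growth assessed after seven days of incubation; strong numbers were not always called active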
influenza NS1A: H1N1 influenza NS1A inhibitors, functional cell based assay (AID 504329). inhibition, % at 12.5 µM, or IC50 in µM where a hit was titrated. NS1A functional cell-based assay, percent inhibition; higher % means a stronger effect. 0.3% of 340,000 active; in the data active = a potency from the dose series; inconclusive = inhibition above about 27% without an active follow-up result; also: strong numbers were not always called active
inhibitors of VEEV: inhibitors of VEEV TC-83 cytopathic effect, confirmation, Vero cells (AID 588727). Vero cells, VEEV TC-83 cytopathic effect inhibition; higher % means a stronger effect. one-dose inhibition, % at 20 µM; IC50 in µM for titrated hits. 0.13% of 350,000 active; in the data active = a potency from the dose series; inconclusive = inhibition mostly from about 14% at the one dose, without a potency; inactive = the rest, 99 in 100 with inhibition below about 12%; also: strong numbers were not always called active
inhibitors of VEEV 10K pilot screen: recorded beside inhibitors of VEEV, whose call it bears; inhibition, %; measured here: 10K pilot screen inhibition
Numbers without * were called inactive.

For COc1ccc(Nc2ccnc3ccccc23)cc1 the results were PhoP GFP inhibition 52µM*, tuberculosis growth 34%, H37Rv inhibition 1%, influenza NS1A 5% and inhibitors of VEEV 8.0%.
Screening Cc1cc(C)c2c(c1)CC(C)(C)CC2=O returned influenza NS1A -18% and inhibitors of VEEV inactive.
O=C(NCCCN1CCCC1=O)C(=O)NCC1OCCN1S(=O)(=O)c1ccc(Br)cc1 (stereo not given) was read as PhoP GFP inhibition 3%, tuberculosis growth -5%, H37Rv inhibition -1%, influenza NS1A 16% and inhibitors of VEEV 0.5%.
Screening CN(C(=O)COC(=O)c1ccc(S(=O)(=O)N2CCOCC2)cc1)C1CCCCC1 returned PhoP GFP inhibition -1%, tuberculosis growth 5%, H37Rv inhibition -5%, influenza NS1A -2% and inhibitors of VEEV 0.8%.
`CC(=O)N(C)c1ccc(NC(=O)N2CCOCC2)cc1` gave PhoP GFP inhibition 1%, tuberculosis growth -2%, H37Rv inhibition 0%, influenza NS1A -1% and inhibitors of VEEV 0.7%.
For CN(C(=O)c1ccc2c(c1)OCCO2)c1c(N)n(Cc2ccccc2)c(=O)[nH]c1=O the results were PhoP GFP inhibition 4%, tuberculosis growth 8%, H37Rv inhibition -3%, influenza NS1A -5% and inhibitors of VEEV 1.3%.
Screening Cc1cccc(NC(=O)CNC(=O)c2ccc3nc[nH]c3c2)c1C returned PhoP GFP inhibition -2%, tuberculosis growth 3%, H37Rv inhibition -7%, influenza NS1A 10% and inhibitors of VEEV 0.7%.
For O=C(COC(=O)C1=NN(c2ccccc2)C(=O)CC1)Nc1nc(-c2ccc(F)cc2)cs1 the results were tuberculosis growth 20%, H37Rv inhibition 6%, influenza NS1A 4% and inhibitors of VEEV 1.3%.
For COc1ccc(NC(=O)C2CCCN(c3nn4c(=O)cc(C)nc4s3)C2)cc1 (stereo not given) the results were PhoP GFP inhibition 5%, tuberculosis growth 12%, H37Rv inhibition -11%, influenza NS1A 8%, inhibitors of VEEV 1.5% and inhibitors of VEEV 10K pilot screen 3.9.
COc1ccccc1NC(=S)N1C2CCC1CC(NC(=O)NC13CC4CC(CC(C4)C1)C3)C2 (stereo not given) was read as PhoP GFP inhibition -2%, tuberculosis growth 75%, H37Rv inhibition 3%, influenza NS1A -2% and inhibitors of VEEV inactive.
For S=c1[nH]nc(Cc2c[nH]c3ccccc23)o1 the results were PhoP GFP inhibition -5%, tuberculosis growth -7%, H37Rv inhibition -2%, influenza NS1A 6% and inhibitors of VEEV 0.5%.
For COc1ccccc1C(=O)Oc1ccc(C(C)(C)C)cc1 the results were PhoP GFP inhibition -11%, tuberculosis growth 62%, H37Rv inhibition inconclusive, influenza NS1A -4%, inhibitors of VEEV 5.6% and inhibitors of VEEV 10K pilot screen 0.2.

By substructure, the entries above with a halogen (2)
O=C(NCCCN1CCCC1=O)C(=O)NCC1OCCN1S(=O)(=O)c1ccc(Br)cc1 (stereo not given) was read as PhoP GFP inhibition 3%, tuberculosis growth -5%, H37Rv inhibition -1%, influenza NS1A 16% and inhibitors of VEEV 0.5%.
For O=C(COC(=O)C1=NN(c2ccccc2)C(=O)CC1)Nc1nc(-c2ccc(F)cc2)cs1 the results were tuberculosis growth 20%, H37Rv inhibition 6%, influenza NS1A 4% and inhibitors of VEEV 1.3%.

The listing picks up, starting 3 compounds before the break.
COc1ccccc1NC(=S)N1C2CCC1CC(NC(=O)NC13CC4CC(CC(C4)C1)C3)C2 (stereo not given) was read as PhoP GFP inhibition -2%, tuberculosis growth 75%, H37Rv inhibition 3%, influenza NS1A -2% and inhibitors of VEEV inactive.
For S=c1[nH]nc(Cc2c[nH]c3ccccc23)o1 the results were PhoP GFP inhibition -5%, tuberculosis growth -7%, H37Rv inhibition -2%, influenza NS1A 6% and inhibitors of VEEV 0.5%.
For COc1ccccc1C(=O)Oc1ccc(C(C)(C)C)cc1 the results were PhoP GFP inhibition -11%, tuberculosis growth 62%, H37Rv inhibition inconclusive, influenza NS1A -4%, inhibitors of VEEV 5.6% and inhibitors of VEEV 10K pilot screen 0.2.
COc1ccc(CN2CCCC(CO)(Cc3ccc(F)cc3F)C2)cc1 (stereo not given) was read as PhoP GFP inhibition -6%, tuberculosis growth 9%, H37Rv inhibition 7%, influenza NS1A 1% and inhibitors of VEEV 0.5%.
For COc1ccccc1CN(C)C(=O)COC(=O)c1cc(C)oc1C the results were influenza NS1A -2% and inhibitors of VEEV 0.9%.
Screening Cc1cc(C)cc(N(CC(=O)NCCSc2ccccn2)S(=O)(=O)c2ccccc2)c1 returned PhoP GFP inhibition 2%, tuberculosis growth 12%, H37Rv inhibition 2%, influenza NS1A -1% and inhibitors of VEEV 9.6%.
Screening Cc1nc(S/C(=C\c2ccc(-c3ccc(C(=O)O)c(Cl)c3)o2)C(=O)O)n[nH]1 returned influenza NS1A 15% and inhibitors of VEEV 0.1%.
CCC(=O)N1CCc2cc(S(=O)(=O)NCCC(=O)NC3CCCc4ccccc43)ccc21 (stereo not given) was read as PhoP GFP inhibition 5%, tuberculosis growth 19%, H37Rv inhibition -1%, influenza NS1A 18%, inhibitors of VEEV 0.8% and inhibitors of VEEV 10K pilot screen 3.3.
`COc1ccc(CCN(C(=O)Cn2nnc3ccccc32)C(C(=O)NCC2CCCO2)c2ccncc2)cc1OC` (stereo not given) gave PhoP GFP inhibition -3%, tuberculosis growth 6%, H37Rv inhibition -1%, influenza NS1A 6% and inhibitors of VEEV 0.1%.
Screening Cc1ccc(-n2ncc(C#N)c2/N=C/N2CCN(C)CC2)cc1 returned PhoP GFP inhibition 8%, tuberculosis growth 2%, H37Rv inhibition -4%, influenza NS1A -3% and inhibitors of VEEV 1.3%.
Screening Cc1ccc(C)c(S(=O)(=O)Nc2ccc(O)cc2)c1 returned PhoP GFP inhibition 1%, tuberculosis growth 13%, H37Rv inhibition 7%, influenza NS1A 7% and inhibitors of VEEV 5.9%.
Screening COc1cc(OC)cc(C(=O)Nc2cccnc2)c1 returned PhoP GFP inhibition 6%, tuberculosis growth -6%, H37Rv inhibition -12%, influenza NS1A -1% and inhibitors of VEEV 1.6%.
For CC(C)N(C(=O)NC(=O)Nc1ccccn1)S(C)(=O)=O the results were PhoP GFP inhibition -2%, tuberculosis growth -34%, H37Rv inhibition 2%, influenza NS1A 4% and inhibitors of VEEV 0.6%.
For COc1ccc(CNC(=O)N[C@@H](Cc2c[nH]c3ccccc23)C(=O)O)cc1 the results were PhoP GFP inhibition -13%, tuberculosis growth -17%, H37Rv inhibition -3%, influenza NS1A 3% and inhibitors of VEEV inactive.
CCOC(=O)N1CCN(Cc2nc(-c3ccc(OC)cc3)no2)CC1 was read as PhoP GFP inhibition -6%, tuberculosis growth 19%, H37Rv inhibition -6%, influenza NS1A 0% and inhibitors of VEEV 2.3%.

Of the compounds above, two contain a furan ring, fused or not:
For COc1ccccc1CN(C)C(=O)COC(=O)c1cc(C)oc1C the results were influenza NS1A -2% and inhibitors of VEEV 0.9%.
Screening Cc1nc(S/C(=C\c2ccc(-c3ccc(C(=O)O)c(Cl)c3)o2)C(=O)O)n[nH]1 returned influenza NS1A 15% and inhibitors of VEEV 0.1%.

Going on with the list.
Screening COC(=O)[C@@]12CCCCN1[C@H](c1ccc(-c3ccccc3)c(OC)c1)[C@H]1C(=O)N(C)C(=O)[C@H]12 returned tuberculosis growth -8%, H37Rv inhibition 10%, influenza NS1A -3% and inhibitors of VEEV 0.9%.
For OCC1OC(n2cnc3c(=S)nc[nH]c32)CC1O (stereo not given) the results were influenza NS1A -5% and inhibitors of VEEV 7.7%.
`COc1ccccc1Cn1c(=S)[nH]c2ccccc2c1=O` gave PhoP GFP inhibition -5%, tuberculosis growth 15%, H37Rv inhibition 9%, influenza NS1A 15% and inhibitors of VEEV 2.0%.
For Cc1cc(C)c(OCC(=O)Nc2nc(-c3ccccn3)cs2)c(C)c1 the results were PhoP GFP inhibition -22%, tuberculosis growth inconclusive, H37Rv inhibition inconclusive, influenza NS1A -5% and inhibitors of VEEV 0.5%.
CCOc1cc(S(=O)(=O)NCc2ccccc2)c(OCC)cc1-n1cnnn1 was read as PhoP GFP inhibition -6%, tuberculosis growth -2%, H37Rv inhibition -4%, influenza NS1A 7% and inhibitors of VEEV inactive.
`c1ccc(Cc2noc(CN3CCC(CN4CCOCC4)CC3)n2)cc1` gave PhoP GFP inhibition 7%, tuberculosis growth 1%, H37Rv inhibition 2%, influenza NS1A -15% and inhibitors of VEEV inactive.
Screening CC(C)CC(NC(=O)c1ccc(Cl)cc1)C(=O)OCc1cc([N+](=O)[O-])cc2c1OCOC2 (stereo not given) returned PhoP GFP inhibition -5%, tuberculosis growth 20%, H37Rv inhibition 1%, influenza NS1A -7% and inhibitors of VEEV 1.4%.
For Cc1ccc(S(=O)(=O)N2CCCN(C(=O)c3ccc(-n4cccn4)cc3)CC2)cc1 the results were tuberculosis growth 27%, H37Rv inhibition 0%, influenza NS1A -5% and inhibitors of VEEV 4.2%.
Screening O=[N+]([O-])c1ccc2c(c1Nc1ccccc1Cl)=NC1(CCCCC1)N=2 returned PhoP GFP inhibition 8%, tuberculosis growth 26%, H37Rv inhibition -2% and inhibitors of VEEV inactive.
CC(C)C(=O)Nc1ccc(NC(=O)c2ccccn2)cn1 was read as PhoP GFP inhibition 10%, tuberculosis growth -1%, H37Rv inhibition -5%, influenza NS1A -19% and inhibitors of VEEV 8.6%.
`COc1cccc(OC)c1-c1nn(-c2ncc(C(F)(F)F)cc2Cl)c(=O)o1` gave PhoP GFP inhibition 4%, tuberculosis growth 2%, H37Rv inhibition -4%, influenza NS1A 3% and inhibitors of VEEV 1.2%.
`CC(C)N(N=Nc1ccc([N+](=O)[O-])cc1)C(C)C` gave PhoP GFP inhibition -3%, tuberculosis growth 20%, H37Rv inhibition 4%, influenza NS1A -6% and inhibitors of VEEV inactive.
Screening Cc1c(N=Cc2ccc[nH]2)c(=O)n(-c2ccccc2)n1C returned PhoP GFP inhibition 0%, tuberculosis growth -15%, H37Rv inhibition 0%, influenza NS1A 8% and inhibitors of VEEV 2.5%.
CCn1cc([N+](=O)[O-])c(C(=O)N2CCCc3ccccc32)n1 was read as influenza NS1A 4% and inhibitors of VEEV 0.4%.
Screening Cc1ccc(CN2CCCNC2=O)cc1 returned PhoP GFP inhibition 2%, tuberculosis growth 3%, H37Rv inhibition -4%, influenza NS1A 3% and inhibitors of VEEV inactive.
For Cc1ccc(N2CC(C(=O)Nc3nccs3)CC2=O)cc1Cl (stereo not given) the results were PhoP GFP inhibition 3%, tuberculosis growth 23%, H37Rv inhibition 11%, influenza NS1A 0% and inhibitors of VEEV inactive.
For COc1cc2c(cc1OC)C1(C)N(CC2)C(C(C)=O)=NN1c1ccc(Cl)cc1 (stereo not given) the results were PhoP GFP inhibition 4%, tuberculosis growth 20%, H37Rv inhibition inconclusive and inhibitors of VEEV 4.0%.
For COc1ccc(NC(=O)COC(=O)CCNS(=O)(=O)c2ccccc2)cc1OC the results were PhoP GFP inhibition -1%, tuberculosis growth 5%, H37Rv inhibition 1%, influenza NS1A -1% and inhibitors of VEEV 1.0%.
`COc1ccccc1CNC(=O)CN1CCC(NC(=O)c2ccccc2F)CC1` gave PhoP GFP inhibition 2%, tuberculosis growth 2%, H37Rv inhibition 0%, influenza NS1A 2% and inhibitors of VEEV inactive.
CCOC(=O)c1ccc(NC(=O)CSc2nc(N3CCOCC3)nc(N3CCOCC3)n2)cc1 was read as PhoP GFP inhibition 27%, tuberculosis growth -23%, H37Rv inhibition 3%, influenza NS1A -10% and inhibitors of VEEV 4.5%.
For N#C/C(=C\c1ccc(-c2ccccc2[N+](=O)[O-])o1)C(=O)N1CCOCC1 the results were PhoP GFP inhibition 8%, tuberculosis growth 23%, H37Rv inhibition 5%, influenza NS1A -7% and inhibitors of VEEV 0.2%.
`CCN(CC(=O)Nc1ccc(NC(C)=O)cc1)C(=O)C1CCCN(C(=O)c2ccc(Cl)cc2)C1` (stereo not given) gave tuberculosis growth 27%, H37Rv inhibition 4%, influenza NS1A -7% and inhibitors of VEEV 0.2%.
For CC(C)c1nc(CNC(=O)c2cc(COc3c(F)cccc3F)on2)cs1 the results were PhoP GFP inhibition -7%, tuberculosis growth 12%, H37Rv inhibition 10%, influenza NS1A -10% and inhibitors of VEEV 0.8%.
Screening O=C(Cn1cnc([N+](=O)[O-])n1)N/N=C/c1cc(Cl)ccc1O returned PhoP GFP inhibition -2%, tuberculosis growth 12%, H37Rv inhibition 0%, influenza NS1A 12µM* and inhibitors of VEEV 6.8%.
